MrgX1 PAM: positive allosteric modulators of MrgX1, primary screen, HEK293 cells, Fluo-4 calcium flux | Mas-related G-protein coupled receptor member X1 (Homo sapiens), Q96LB2 | 310,000 compounds, 0.63% hits | AID 588675, 2011 | B-score at 10 µM | FDSS; stronger effect = higher value;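 active = plate-corrected calcium response at least 3 library SD above typical, normal starting fluorescence, not activating the receptor alone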;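 also: compound read alongside a low EC10 to EC30 dose of BAM8-22 agonist; peak minus trough fluorescence over baseline measured at the second addition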
TRPC6 act: mouse TRPC6 channel activators, primary screen, cell-based, HEK293, membrane potential dye | AID 2550, 2010 | Short transient receptor potential channel 6 (Mus musculus), Q61143 | B-score at 10 µM | HEK293-TRPC6 membrane potential dye fluorescence; stronger effect = higher value | 310,000 compounds, 0.13% hits;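 active = B-score of the integrated fluorescence ratio above library mean plus 3 SD, and starting fluorescence ratio within library mean plus 5 SD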;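 also: higher score means more depolarization so channel activation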
Target sequence (Q61143 whole entry, looked up): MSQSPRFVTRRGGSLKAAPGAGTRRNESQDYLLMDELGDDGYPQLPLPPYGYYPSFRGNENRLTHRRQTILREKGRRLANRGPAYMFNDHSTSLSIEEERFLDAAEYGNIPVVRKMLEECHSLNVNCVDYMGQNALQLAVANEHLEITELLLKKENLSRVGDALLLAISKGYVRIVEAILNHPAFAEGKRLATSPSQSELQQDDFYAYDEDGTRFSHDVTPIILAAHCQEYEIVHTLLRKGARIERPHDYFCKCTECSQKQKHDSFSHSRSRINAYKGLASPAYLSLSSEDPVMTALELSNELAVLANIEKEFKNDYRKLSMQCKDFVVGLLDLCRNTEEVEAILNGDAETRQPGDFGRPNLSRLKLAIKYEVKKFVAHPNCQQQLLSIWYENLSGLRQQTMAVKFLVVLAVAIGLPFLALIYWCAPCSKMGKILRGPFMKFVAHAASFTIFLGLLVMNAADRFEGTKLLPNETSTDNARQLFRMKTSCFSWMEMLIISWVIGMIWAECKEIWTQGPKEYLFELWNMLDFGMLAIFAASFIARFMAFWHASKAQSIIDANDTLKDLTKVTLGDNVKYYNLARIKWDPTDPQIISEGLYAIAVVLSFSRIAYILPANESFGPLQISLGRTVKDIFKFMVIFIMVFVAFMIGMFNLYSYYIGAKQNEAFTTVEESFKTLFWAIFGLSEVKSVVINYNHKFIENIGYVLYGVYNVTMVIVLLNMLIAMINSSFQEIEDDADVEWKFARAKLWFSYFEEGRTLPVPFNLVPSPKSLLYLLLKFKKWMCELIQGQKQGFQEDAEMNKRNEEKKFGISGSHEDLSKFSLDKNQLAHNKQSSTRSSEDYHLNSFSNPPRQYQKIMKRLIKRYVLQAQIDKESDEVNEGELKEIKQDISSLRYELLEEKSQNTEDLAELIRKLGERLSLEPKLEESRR
TRPC6 inh: mouse TRPC6 channel inhibitors, primary screen, cell-based, HEK293, membrane potential dye. ACh-evoked depolarization; stronger effect = lower value. B-score at 10 µM. 310,000 compounds, 1.1% hits. AID 2553, 2010;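 active = B-score under library mean minus 3 SD, initial fluorescence not abnormally high, positive integrated signal ratio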;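 also: B-score derived from integrated fluorescence ratio over the kinetic read; more negative B-score means stronger inhibition of depolarization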
SKKanGAS inh: S. pyogenes SKKanGAS growth inhibitors in kanamycin, primary screen, streptokinase expression inhibitor project, SKKanGAS strain, BacTiter-Glo luminescence; 6 h; inhibition, % at 7.5 µM; 300,000 compounds, 1.3% hits;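 active = mean replicate score, as percent of positive control median, at least 50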;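 also: strain carries kanamycin resistance gene driven by streptokinase promoter and grows in 40 µg/ml kanamycin; loss of luminescence reflects streptokinase promoter inhibition or plain growth inhibition; 0% = median of DMSO wells and 100% = positive control at its reference dose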
HDAC3 inhib: HDAC3 deacetylase inhibitors, primary screen, biochemical, fluorescence, cell-free homogeneous; Histone deacetylase 3 (Homo sapiens), O15379; recombinant HDAC3, fluorogenic peptide/trypsin coupled; inhibition, % at 8.3 µM; 320,000 compounds, 0.15% hits; in the data active = inhibition above about 26%, passing the limit was not always enough
RGS4 pot: RGS4 potentiators or activators, primary screen, cell-based, HEK293 M3R inducible RGS4, calcium flux. carbachol calcium flux Fluo4; stronger effect = lower value. 310,000 compounds, 0.92% hits. B-score at 10 µM;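 active = B-score of the integrated calcium signal more than 4 SD below the library mean, with starting fluorescence not abnormally high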;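 also: negative B-score means reduced calcium response which marks RGS4 activation or potentiation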
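System: HEK293 FlpIn-TREx cells, stable M3R, doxycycline-inducible RGS4. Timing: overnight RGS4 induction, 30 min dye load 37 °C, 20 min compound RT. Also added: carbachol, ECmax concentration. Measured by: Fluo4 fluorescence kinetic imaging of calcium. Evaluation: integrated calcium ratio converted to B score.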
MrgX1 ag: agonists of human MrgX1 receptor, primary screen, HEK293 cells, Fluo-4 calcium flux; B-score at 10 µM; Mas-related G-protein coupled receptor member X1 (Homo sapiens), Q96LB2; 310,000 compounds, 0.44% hits; Fluo-4 calcium fluorescence, agonist mode; stronger effect = higher value;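 active = calcium response B-score plate-corrected fluorescence ratio at least 3 library SD, with starting fluorescence B-score inside 5 SD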
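System – MrgX1-expressing HEK293 cells · Incubation – cells plated overnight, dye loaded 0.5 h 37 °C, 0.5 h room temperature · Technique – kinetic Fluo-4 NW fluorescence of intracellular calcium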
ANO1 activ: TMEM16A chloride channel activators or potentiators, primary screen, cell-based, HTS; Anoctamin-1 (Mus musculus), Q8BHY3; HEK293 TMEM16A/YFP-H148Q/I152L, iodide quench fluorescence; stronger effect = lower value; B-score at 10 µM; 340,000 compounds, 0.3% hits; AID 623877, 2012;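 active = fluorescence-ratio B-score plate-corrected deviation score at least 3 library SD below zero, with starting fluorescence score within 5 deviations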;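 also: channel opened by trigger with iodide after compound preincubation; score built on the fluorescence ratio of max minus min over baseline; more negative score means more quench and so TMEM16A activation or potentiation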
RGS4 block: RGS4 inhibitors, primary screen, cell-based, HEK293 M3R inducible RGS4, calcium flux; 310,000 compounds, 0.45% hits; Fluo-4 calcium flux; stronger effect = higher value; triggered by carbachol at its EC20; Regulator of G-protein signaling 4 (Homo sapiens), P49798; B-score at 10 µM;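 active = B-score, a plate-corrected calcium signal, over three deviations above library mean, with baseline fluorescence within five deviations of library mean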;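 also: RGS4 expression induced by doxycycline in cells with stable M3 receptor; B-score is computed from the integrated fluorescence ratio over baseline after carbachol; higher B-score means a larger calcium signal and so more RGS4 inhibition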
TMEM16A inh: TMEM16A chloride channel inhibitors, primary screen, cell-based, HTS; 310,000 compounds, 1.2% hits; HEK293 TMEM16A/YFP iodide influx fluorescence, ionomycin; AID 588511, 2011; Anoctamin-1 (Mus musculus), Q8BHY3; normalized B-score (activity score, 25-100; higher = stronger inhibition) at 10 µM;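 active = ratio plate-corrected score three or more library SD toward inhibition, starting fluorescence score within five deviations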;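 also: score derived from kinetic fluorescence span divided by baseline fluorescence per well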
MrgX1 antagonist: antagonists of human MrgX1 receptor, primary screen, HEK293 cells, Fluo-4 calcium flux | 310,000 compounds, 1.3% hits | AID 588676, 2011 | Mas-related G-protein coupled receptor member X1 (Homo sapiens), Q96LB2 | B-score at 10 µM | BAM8-22 antagonism; stronger effect = lower value;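 active = calcium-response B-score plate-corrected more than 3 library SD below zero, starting fluorescence within 5 deviations, no agonist response on first addition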;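 also: peak minus trough fluorescence over baseline after final BAM8-22 challenge near maximal dose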
Starred values were filed as active, the others as inactive; i = inactive; / = no result given. Hits appear at their usual frequency; 6.7% or so of the library scored in one or more.

mol,MrgX1 PAM,TRPC6 act,TRPC6 inh,SKKanGAS inh,HDAC3 inhib,RGS4 pot,MrgX1 ag,ANO1 activ,RGS4 block,TMEM16A inh,MrgX1 antagonist
O=C(Nc1ccccc1-c1ccccc1)c1ccco1,i,i,i,-2.1,-3.0,i,i,/,i,i,i
O=S(=O)(Nc1nc2ccccc2nc1Cl)c1ccc(Cl)cc1,i,i,i,17.1,-1.7,i,i,i,i,i,i
COc1ccc(-c2nc(C#N)c(NCCN(C)C)o2)cc1,i,i,i,3.5,-45.0,i,i,i,i,i,i
Cc1ccc(/C=N/NC(=O)c2c(-c3ccccc3)noc2C)o1,i,i,i,0.5,7.3,i,i,i,i,i,i
CC(=O)N1CCN(C(=O)c2cc(S(=O)(=O)Nc3ccc(S(C)(=O)=O)cc3)ccc2Cl)CC1,i,i,i,1.8,-0.9,i,i,i,i,i,i
O=C(O)c1nn(Cc2nc3ccccc3o2)c(=O)c2ccccc12,i,i,i,-4.2,-2.1,i,i,-4.84*,i,i,i
C/C(=N\NC(=O)C(N)=O)c1ccc(O)cc1O,i,i,i,-1.4,-7.7,i,i,i,i,i,i
Cc1c(C(=O)NCCCN2CCOCC2)oc2c1C1(CCC2)SCCS1,i,i,i,1.1,3.0,i,i,i,i,i,i
CSc1oc(-c2ccccc2)nc1C(N)=O,i,i,i,-4.3,-3.9,i,i,i,i,i,i
COc1ccc(OC)c(C2C3=C(CCCC3=O)NC3=C2C(=O)CCC3)c1,i,i,i,-4.4,1.0,i,i,i,i,i,i
COc1ccc(C2=NN(C(=O)CSc3nc(=O)n4cc(C)ccc4n3)C(c3ccc(C)cc3)C2)cc1 (centres undefined),i,i,i,32.9,1.1,i,i,i,i,i,i
C/C(=N/NC(=O)c1ccccc1)C1=C(O)CC(C)(C)CC1=O,i,i,i,-10.4,70.8*,i,i,i,i,i,i
CCOC(=O)C1C2C=CC3(CN(c4ccc(Cl)c(F)c4)C(=O)C13)O2 (centres undefined),i,i,i,-0.9,-0.2,i,i,i,i,i,i
CCn1c(=O)c(=O)[nH]c2cc(C(=O)N(C)Cc3ccc(OC)c(F)c3)ccc21,i,i,i,-8.4,-0.1,i,i,i,i,i,i
Cc1c(-c2cc(C(=O)O)c3ccccc3n2)cnn1C,i,i,i,2.0,-21.2,i,i,i,i,i,i
O=C(O)c1cccc(NS(=O)(=O)c2ccc3nnn(O)c3c2)c1,i,i,i,-1.4,-1.0,i,i,i,i,i,i
CCOc1cc(/C=N/NC(=O)C(=O)N/N=C/c2ccc(O)c(OCC)c2)ccc1O,i,i,i,2.1,-4.9,i,i,i,i,i,i
O=C(N/N=C/c1ccc2c(c1)OCO2)c1ccc(NC(=O)c2ccc(F)cc2)cc1,i,i,i,12.2,3.8,i,i,i,i,i,i
CCn1c(SCC(=O)NC(=O)NCc2ccco2)nnc1-c1cccs1,i,i,i,3.1,-1.9,i,i,i,i,i,i
Cc1cc(C(=O)CSc2nc3ccccc3[nH]2)c(C)n1C,i,i,i,-3.3,3.4,i,i,i,i,i,i
O=C(CSc1nc2ccccc2n1S(=O)(=O)c1cccc([N+](=O)[O-])c1)NCCc1ccccc1,i,i,i,0.7,5.3,i,i,i,i,i,i
O=C(O)c1ccccc1S(=O)(=O)Cc1ccccc1,i,i,i,-1.7,2.4,i,i,i,i,i,i
COc1cccc(NC(=S)N(CCCN2CCCC(C)C2)Cc2cccs2)c1 (centres undefined),i,i,i,-1.4,-6.9,i,i,i,i,i,i
CC1=CC(C)(C)n2c(O)c(N=NC(N)=S)c3c(C)c(C)cc1c32,i,i,i,-11.0,/,i,i,i,i,i,i
COC(=O)Cn1c(CN(C)Cc2ccccc2)nc2c1c(=O)n(C)c(=O)n2C,i,i,i,-2.6,-2.6,i,i,i,i,i,i
CCc1ccc(-c2cnc3ccccc3n2)cc1NC(=O)CNC(=O)c1ccccc1,i,i,i,0.8,2.6,i,i,i,i,i,i
CC(C)c1ccc(NC(=O)CCNS(=O)(=O)c2cc(Br)cnc2N)cc1,i,i,i,-6.1,-1.6,i,i,i,i,i,i
CN(C(=O)COc1ccc(Oc2ccccc2)cc1)C1CCS(=O)(=O)C1 (centres undefined),i,i,i,1.6,3.7,i,i,i,i,i,i
CC(=O)c1cc(CN2C(=O)c3ccccc3C2=O)cs1,i,i,i,-0.6,2.9,i,i,i,i,i,i
CSCCC(NS(=O)(=O)c1ccc(Cl)cc1)C(=O)OCC(=O)c1ccc(F)cc1 (centres undefined),i,i,i,1.9,6.5,i,i,i,i,i,i
CCOC(=O)C1CCN(S(=O)(=O)c2cn(C)c(C)n2)CC1,i,i,i,-4.4,2.7,i,i,i,i,i,i
O=C1CC(N2CCC(O)(c3ccc(Cl)cc3)CC2)C(=O)N1 (centres undefined),i,i,i,-0.8,1.6,i,i,i,i,i,i
CCOc1ccc(NC(=O)N(C2CCCCC2)C2CCN(C(C)=O)CC2)cc1,i,i,i,5.6,-3.7,i,i,i,i,i,i
O=C(NCc1ccc(N2CCCC2=O)cc1)c1cc(COc2c(F)cccc2F)on1,i,i,i,-9.6,-8.1,i,i,i,i,i,i
CC(C)(C)c1ccc(-c2nnc(SCC(=O)NC3CCS(=O)(=O)C3)n2N)cc1 (centres undefined),i,i,i,2.6,3.8,i,i,i,i,i,i
CCCNC(=O)c1ccc(N2CCC3(CC2)CC(c2ccccc2)=NO3)c(NC(=O)c2ccccc2)c1,i,i,i,39.2,-9.3,i,i,i,i,i,i
CCN(CC)S(=O)(=O)c1ccc(OC)c(NC(=O)CCS(=O)(=O)Cc2ccccc2)c1,i,i,i,-1.8,/,i,i,i,i,i,i
Cc1cc(C)n(Cc2ccccc2Cl)n1,i,i,i,1.3,0.5,i,i,i,i,i,i
CCOC(=O)N1CCN(C(=O)c2ccccc2NC(=O)COc2ccccc2)CC1,i,i,i,8.3,-0.1,i,i,i,i,i,i
O=C(N[C@@H](CO)C(=O)NCc1ccccc1)c1ccc(C(F)(F)F)cc1,i,i,i,0.8,-3.1,i,i,i,i,i,i
COc1ccc(S(=O)(=O)n2nc(OC(=O)c3ccco3)cc2N)cc1,i,i,i,5.3,71.2*,i,i,i,i,i,i
Cc1ccc(NC(=O)CCn2c(=S)oc3ccccc32)cc1F,i,i,i,-0.5,-0.4,i,i,i,i,i,i
CCCCn1c(-c2ccc(Br)cc2F)nc2c1c(=O)[nH]c(=O)n2CC(C)C,i,i,i,15.9,-1.8,i,i,i,i,i,i
CC(=O)C1CCN(Cc2ccccc2)CC1,i,i,i,-10.1,9.4,i,i,i,i,i,i
CN(C)S(=O)(=O)N(CC(=O)Nc1cccc(F)c1)c1ccccc1,i,i,i,0.3,-1.3,i,i,i,i,i,i
Cc1cccc(C(=O)NCCNc2nc3cc(C)c(C)cc3cc2C)c1,i,i,i,-11.9,-2.9,i,i,i,i,i,i
Cc1ccc2c(c1)C1CN(C)CCC1N2CC(=O)N(C)c1ccccc1 (centres undefined),i,i,i,-0.4,-3.1,i,i,i,i,i,i
CC1(C(=O)N2CC3(CC(c4cccc(NC(=O)CC(c5ccccc5)c5ccccc5)c4)=NO3)C[C@@H]2C(N)=O)CC1 (some centres undefined),i,i,i,8.2,4.7,i,i,i,i,i,i
O=C(c1ccccc1)c1c[nH]c(C(=O)NCCCN2CCOCC2)c1,i,i,i,6.7,-2.7,i,i,i,i,i,i
CSc1ccc(/C=N/NC(=O)c2cccs2)cc1,i,i,i,-1.9,-4.2,i,i,i,i,i,i
Cc1cccc2c(N=O)c(O)n(CCc3ccccc3)c12,i,i,i,-2.1,5.6,i,i,i,i,i,i
CCCN(CCC)CCNC(=O)C(NS(=O)(=O)c1ccc2c(c1)CCC(=O)N2)c1ccccc1 (centres undefined),i,i,i,-3.8,-19.0,i,i,i,i,i,i
Cc1c(C(=O)N2CCNCC2)oc2ccccc12,i,i,i,-0.5,4.1,i,i,i,i,i,i
Nc1c(N2CCCC2)c2ccccc2oc1=O,i,i,i,2.6,-5.1,i,i,i,i,i,i
CCOc1ccc(C(=O)Nc2ccc(NC(=O)c3cccs3)cc2)cc1[N+](=O)[O-],i,i,i,-6.9,0.5,i,i,i,i,i,-7.26*
CCCCN1CCC(COC(=O)c2cc(Cl)c(N)c3c2OCCO3)CC1,i,/,/,/,-3.8,/,i,i,/,i,i
CN(C)S(=O)(=O)c1cc(NC(=O)Cn2ccsc2=N)ccc1Cl,i,i,i,-3.5,-13.5,i,i,i,i,i,i
COc1ccc(C(c2nnnn2C(C)(C)C)N2CCN(C(=O)c3ccco3)CC2)cc1 (centres undefined),i,i,i,0.6,-2.1,i,i,i,i,i,i
CCC(Oc1ccccc1)C(=O)Nc1ccc(S(=O)(=O)NCC2CCCO2)cc1 (centres undefined),i,i,i,-1.8,-0.1,i,i,i,i,i,i
O=C(NCCN1CCOCC1)C12CC3CC(C1)CC(c1ccccc1)(C3)C2,i,i,i,5.4,1.4,i,i,i,i,i,i
CC(=O)Nc1ccc(NC(=O)c2ccc(COc3ccccc3Br)o2)cc1,i,i,i,3.5,-0.6,i,i,i,i,i,i

High-throughput results from PubChem.
